MrgX1 ag = agonists of human MrgX1 receptor, primary screen, HEK293 cells, Fluo-4 calcium flux; Mas-related G-protein coupled receptor member X1 (Homo sapiens), Q96LB2; Fluo-4 calcium fluorescence, agonist mode; active compounds read high; B-score at 10 µM; hit rate 0.44% among 310,000;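 active = calcium response B-score plate-corrected fluorescence ratio at least 3 library SD, with starting fluorescence B-score inside 5 SD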
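Material – MrgX1-expressing HEK293 cells · Input – 15,000 cells seeded per well · Dosing – compound as first of three additions · Times – overnight seeding, then 1 h dark dye loading · Measured by – kinetic Fluo-4 NW fluorescence of intracellular calcium · Read-out – B-scored fluorescence response ratio · Benchmarks – positive and negative control wells on each plate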
MrgX1 antag = antagonists of human MrgX1 receptor, primary screen, HEK293 cells, Fluo-4 calcium flux; hit rate 1.3% among 310,000; B-score at 10 µM; AID 588676, 2011; BAM8-22 antagonism; active compounds read low;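 active = calcium-response B-score plate-corrected more than 3 library SD below zero, starting fluorescence within 5 deviations, no agonist response on first addition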;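 note: peak minus trough fluorescence over baseline after final BAM8-22 challenge near maximal dose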
TRPC6 inhibitor = mouse TRPC6 channel inhibitors, primary screen, cell-based, HEK293, membrane potential dye; ACh-evoked depolarization; active compounds read low; B-score at 10 µM; hit rate 1.1% among 310,000; AID 2553, 2010;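 active = B-score under library mean minus 3 SD, initial fluorescence not abnormally high, positive integrated signal ratio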;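 note: B-score derived from integrated fluorescence ratio over the kinetic read; more negative B-score means stronger inhibition of depolarization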
SKKanGAS inh = S. pyogenes SKKanGAS growth inhibitors in kanamycin, primary screen, streptokinase expression inhibitor project, SKKanGAS strain, BacTiter-Glo luminescence; 6 h; inhibition, % at 7.5 µM; hit rate 1.3% among 300,000; AID 1662, 2009;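 active = mean replicate score, as percent of positive control median, at least 50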;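 note: strain carries kanamycin resistance gene driven by streptokinase promoter and grows in 40 µg/ml kanamycin; loss of luminescence reflects streptokinase promoter inhibition or plain growth inhibition; 0% = median of DMSO wells and 100% = positive control at its reference dose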
MrgX1 PAM = positive allosteric modulators of MrgX1, primary screen, HEK293 cells, Fluo-4 calcium flux. Mas-related G-protein coupled receptor member X1 (Homo sapiens), Q96LB2. FDSS; active compounds read high. B-score at 10 µM. hit rate 0.63% among 310,000;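 active = plate-corrected calcium response at least 3 library SD above typical, normal starting fluorescence, not activating the receptor alone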;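 note: compound read alongside a low EC10 to EC30 dose of BAM8-22 agonist; peak minus trough fluorescence over baseline measured at the second addition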
TRPC4 inh = inhibitors of mouse TRPC4 channel, primary screen, Fluo4 calcium, HEK293 TRPC4beta/mu-opioid cells; Short transient receptor potential channel 4 (Mus musculus), Q9QUQ5; DAMGO-evoked Fluo4 calcium flux; active compounds read low; B-score at 10 µM; hit rate 0.39% among 300,000;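 active = B-score over 3 SD under the library average, no early fluorescence shift, positive overall ratio signal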
Target sequence (Q9QUQ5 whole entry, looked up): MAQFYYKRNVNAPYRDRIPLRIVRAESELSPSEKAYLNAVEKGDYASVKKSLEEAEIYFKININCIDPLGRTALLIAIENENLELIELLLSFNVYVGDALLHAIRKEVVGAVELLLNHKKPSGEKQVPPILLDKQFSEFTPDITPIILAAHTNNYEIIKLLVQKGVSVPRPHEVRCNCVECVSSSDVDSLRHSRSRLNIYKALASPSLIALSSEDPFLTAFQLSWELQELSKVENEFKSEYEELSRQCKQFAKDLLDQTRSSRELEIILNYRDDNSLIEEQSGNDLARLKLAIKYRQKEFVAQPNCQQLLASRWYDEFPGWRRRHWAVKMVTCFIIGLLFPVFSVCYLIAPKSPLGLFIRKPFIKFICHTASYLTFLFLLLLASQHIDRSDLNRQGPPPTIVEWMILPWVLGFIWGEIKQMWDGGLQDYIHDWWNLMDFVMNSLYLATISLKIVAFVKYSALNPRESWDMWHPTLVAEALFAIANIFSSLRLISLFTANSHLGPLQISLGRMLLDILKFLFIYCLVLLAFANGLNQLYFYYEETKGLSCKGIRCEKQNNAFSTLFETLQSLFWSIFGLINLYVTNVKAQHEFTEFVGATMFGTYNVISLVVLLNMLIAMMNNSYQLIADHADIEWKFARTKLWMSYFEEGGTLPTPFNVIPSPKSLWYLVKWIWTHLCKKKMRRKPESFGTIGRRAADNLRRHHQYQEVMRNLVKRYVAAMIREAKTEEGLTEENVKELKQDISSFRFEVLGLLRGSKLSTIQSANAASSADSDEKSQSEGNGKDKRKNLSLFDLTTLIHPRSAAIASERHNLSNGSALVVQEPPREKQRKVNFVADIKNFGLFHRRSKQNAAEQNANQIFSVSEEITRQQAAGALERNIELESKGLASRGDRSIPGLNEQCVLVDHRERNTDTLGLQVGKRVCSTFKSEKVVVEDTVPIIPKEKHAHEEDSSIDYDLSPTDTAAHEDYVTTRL
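Signal: kinetic Fluo4 fluorescence imaging of calcium influx. Material: stable TRPC4beta/mu-opioid receptor HEK293 cells. Probe or stimulus: DAMGO in two steps, submaximal then maximal.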
TRPC6 act = mouse TRPC6 channel activators, primary screen, cell-based, HEK293, membrane potential dye; HEK293-TRPC6 membrane potential dye fluorescence; active compounds read high; B-score at 10 µM; hit rate 0.13% among 310,000; AID 2550, 2010;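 active = B-score of the integrated fluorescence ratio above library mean plus 3 SD, and starting fluorescence ratio within library mean plus 5 SD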;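 note: higher score means more depolarization so channel activation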
ANO1 block = TMEM16A chloride channel inhibitors, primary screen, cell-based, HTS; hit rate 1.2% among 310,000; HEK293 TMEM16A/YFP iodide influx fluorescence, ionomycin; Anoctamin-1 (Mus musculus), Q8BHY3; AID 588511, 2011; normalized B-score (activity score, 25-100; higher = stronger inhibition) at 10 µM;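 active = ratio plate-corrected score three or more library SD toward inhibition, starting fluorescence score within five deviations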;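 note: score derived from kinetic fluorescence span divided by baseline fluorescence per well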
TMEM16A act = TMEM16A chloride channel activators or potentiators, primary screen, cell-based, HTS. B-score at 10 µM. Anoctamin-1 (Mus musculus), Q8BHY3. HEK293 TMEM16A/YFP-H148Q/I152L, iodide quench fluorescence; active compounds read low. hit rate 0.3% among 340,000;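 active = fluorescence-ratio B-score plate-corrected deviation score at least 3 library SD below zero, with starting fluorescence score within 5 deviations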;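 note: channel opened by trigger with iodide after compound preincubation; score built on the fluorescence ratio of max minus min over baseline; more negative score means more quench and so TMEM16A activation or potentiation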
TRPC4 potent = positive allosteric modulators of TRPC4, primary screen, cell-based, mouse TRPC4beta, HEK293 mu-opioid, Fluo-4 calcium; AID 2227, 2009; hit rate 0.42% among 310,000; B-score at 10 µM; Short transient receptor potential channel 4 (Mus musculus), Q9QUQ5; DAMGO EC20, Fluo-4 Ca2+ flux; active compounds read high;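 active = B-score of calcium response area above 5 SD of library B-scores, with initial fluorescence ratio within 5 SD of library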;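 note: B-score of integrated fluorescence ratio over time as area under calcium response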
TRPC4 act = activators of mouse TRPC4 channel, primary screen, Fluo4 calcium, HEK293 TRPC4beta/mu-opioid cells; Short transient receptor potential channel 4 (Mus musculus), Q9QUQ5; hit rate 0.49% among 310,000; Fluo4 calcium fluorescence; active compounds read high; B-score at 10 µM;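 active = B-score above 5 SD of library B-scores, and initial fluorescence ratio not above library mean plus 5 SD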;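 note: positive B-score marks a calcium rise read as TRPC4 activation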
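Test system: HEK293 cells stably co-expressing mouse TRPC4beta and mu-opioid receptor | Schedule: Fluo4 dye loading 45 min at room temperature, 110 s recording | Measured by: Kinetic Fluo4 calcium fluorescence, 5 s baseline at 1 Hz | Evaluation: B score of integrated ratio | Controls: Buffer (low) and maximal DAMGO (high)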
* = called active by the depositor; i = inactive; x = no result given. An excerpt. The share of hits here may be higher or lower than overall.

Second line of a record – MrgX1 ag | MrgX1 antag | TRPC6 inhibitor | SKKanGAS inh | MrgX1 PAM | TRPC4 inh | TRPC6 act | ANO1 block | TMEM16A act | TRPC4 potent | TRPC4 act
COc1ccc(S(=O)(=O)NC(CC(=O)N2CCC3(CC2)OCCO3)c2ccco2)cc1 (stereo not drawn)
  i | i | i | 3 | i | i | i | i | i | i | i
CCCCCCCCC(=O)NCc1ccc(O)c(OC)c1
  i | i | x | x | i | x | x | i | i | x | x
COc1ccccc1N1C(=O)NC(=O)C(CCc2ccncc2)(CCc2ccncc2)C1=O
  i | i | i | -4 | i | i | i | i | i | i | i
CCCCn1c(=O)c(C(=O)NCc2ccc(Cl)cc2)c(O)c2ccccc21
  i | i | i | 25 | i | i | i | i | i | i | i
COc1ccc(N=C(C)c2c(O)n(C3CCCCC3)c(=O)[nH]c2=O)c(OC)c1
  i | i | i | 16 | i | i | i | i | i | i | i
O=C(/C=C/c1ccccc1)NC(=S)N1C[C@H]2C[C@H](C1)c1cccc(=O)n1C2
  i | i | i | 3 | i | i | i | i | i | i | i
Cc1cc(NC(=O)COC(=O)c2c(C)nn(Cc3ccccc3)c2C)no1
  i | i | i | -5 | i | i | i | i | i | i | i
Brc1ccc2[nH]cc(/C=N/N3CCCCC3)c2c1
  i | i | i | -3 | i | i | i | i | i | i | i
O=c1[nH]c(=S)n(C2CC2)c(O)c1C=NCC1CCCO1 (stereo not drawn)
  i | i | i | -2 | i | i | i | i | i | i | i
COc1ccc(OCC#CCN2CCCCCC2)cc1
  i | i | i | 2 | i | i | i | i | i | i | i
CCN1c2nc3ccccn3c(=O)c2CC2(C(=O)N(C)C(=O)N(C)C2=O)C1C (stereo not drawn)
  i | i | i | -2 | i | i | i | i | i | i | i
CC(=NCCN1CCOCC1)c1c(O)n(Cc2ccccc2)c(=O)[nH]c1=O
  i | i | i | 2 | i | i | i | i | i | i | i
COCCNCCOc1ccc(C(C)(C)c2ccccc2)cc1
  i | i | i | -3 | i | i | i | i | i | i | i
O=c1c2ccccc2nc(-c2ccc(-c3ccccc3)cc2)n1-c1ccncc1
  i | i | i | 3 | i | i | i | i | i | i | i
CCCCC(=O)N/N=C/c1c(O)n(C2CC2)c(=S)[nH]c1=O
  i | i | i | 7 | i | i | i | i | i | i | i
COc1ccc(N=C(C)c2c(O)n(C)c(=O)n(C)c2=O)c(OC)c1
  i | i | i | 36 | i | i | i | i | i | i | i
COc1ccccc1N1CCN(Cc2ccc(SC)cc2)CC1
  i | i | i | 16 | i | i | i | i | i | i | i
CCN(CC)c1ccc(N=Cc2c(O)n(-c3ccccc3)c(=O)[nH]c2=O)cc1
  i | i | i | 4 | i | i | i | i | i | i | i
CN1CCN(CCOC2c3ccccc3CSc3ccc(Cl)cc32)CC1 (stereo not drawn)
  i | -9.4* | i | 1 | i | i | i | i | i | i | i
CCOP(=O)(C#CC(C)(C)C)C1(O)CCCCC1 (stereo not drawn)
  i | i | i | 0 | i | i | i | i | i | i | i
CN(C)C(=O)OCc1n(C)cc[n+]1C
  i | i | i | 0 | i | i | i | i | i | i | i
Cc1cc(/C=C2\C(=O)NC(=O)N(c3ccccc3F)C2=O)c(C)n1-c1cc(C(=O)O)cc(C(=O)O)c1
  i | i | i | -2 | i | i | i | i | i | i | i
Cc1ccc(C)c(NP(=O)(Oc2ccccc2)Oc2ccccc2)c1
  i | i | i | 12 | i | i | i | i | x | i | i
O=c1c2ccccc2[nH]c(=S)n1-c1cccnc1
  i | i | i | -27 | i | i | i | i | x | i | i
O=C(O)Cn1cc(C(=O)c2ccccc2)c2ccccc21
  i | i | i | -6 | i | i | i | i | i | i | i
Cc1c(C(=O)c2ccccc2)c2ccccc2n1C
  i | i | i | -4 | i | i | i | i | i | i | i
O=C1OCc2cc(N=Nc3c(O)[nH]c(=O)[nH]c3=O)ccc21
  i | i | i | 1 | i | i | i | i | i | i | i
CCOC(=O)C1=C(N)OC2=C(C(=O)CCC2)C12C(=O)Nc1ccccc12 (stereo not drawn)
  i | i | i | -1 | i | i | i | i | i | i | i
CCOc1cc(/C=C2/C(=O)NC(=O)N(c3ccc(CC)cc3)C2=O)ccc1OC(=O)c1cccs1
  i | i | i | 1 | i | x | i | i | i | i | i
O=c1c(/C=N/N2CCOCC2)c(O)n(-c2ccccc2)c(=S)n1-c1ccccc1
  i | i | i | -4 | i | i | i | i | i | i | i
CC12CN3C(O)C(C)(C1)CC(C)(C2)C3O (stereo not drawn)
  i | i | i | -4 | i | i | i | i | i | i | i
CC1=CC(=Cc2sc3ccccc3[n+]2C)C=C(C)O1
  x | x | -5.7* | -17 | x | i | i | x | i | i | i
O=C(Cc1ccccc1)N1CCN(C2CCCCCC2)CC1
  i | i | i | 4 | i | i | i | i | i | i | i
CCN1CCN(Cc2ccc(C)cc2C)CC1
  i | i | i | -5 | i | i | i | i | i | i | i
CN1CSC(=S)N(C)C1
  i | i | i | -7 | i | i | i | i | i | i | i
CCC(C)N1CCN(C(=O)COc2ccc3ccccc3c2)CC1 (stereo not drawn)
  i | i | i | 2 | i | i | i | i | i | i | i
CC(=O)Nc1ccc(OC(=O)c2ccccc2N)cc1
  i | i | i | 5 | i | i | i | i | i | i | i
CN1CCN(C(=O)COc2ccc(S(=O)(=O)NCc3ccccc3)cc2Cl)CC1
  i | i | i | 11 | i | i | i | i | i | i | i
CCn1c(O)c(C=NCCN2CCOCC2)c(=O)[nH]c1=S
  i | i | i | 0 | i | i | i | i | i | i | i
O=C(COc1ccccc1)N1CCN(CC2CC3C=CC2C3)CC1 (stereo not drawn)
  i | i | i | -11 | i | i | i | i | i | i | i
Cc1cc(C=C2C(=O)N(C)C(=S)N(C)C2=O)c(C)n1-c1cccnc1
  i | i | i | -1 | i | i | i | i | i | i | i
O=c1[nH]c(Cl)ccc1CN1CCOCC1
  i | i | i | -1 | i | i | i | i | i | i | i
O=c1[nH]c(=O)n(-c2ccccc2F)c(O)c1C=NCCC1=CCCCC1
  i | i | i | 1 | i | i | i | i | i | i | i
COC(=O)C1=C(c2cccc(OC)c2OC)C[C@@H]2CC[C@H]1N2C(=O)NCc1ccc(F)cc1
  i | i | i | -3 | i | i | i | i | i | i | i
N#Cc1c(Cl)nc(Cl)c2c1CCN(Cc1ccccc1)C2
  i | i | i | -7 | i | i | i | i | i | i | i
O=C(Cc1ccccc1)N1CCN(CC2CC3C=CC2C3)CC1 (stereo not drawn)
  i | i | i | -2 | i | i | i | i | i | i | i
Cc1cccc(N2C(=O)NC(=O)/C(=C\C=C\c3ccco3)C2=O)c1
  57* | i | i | -14 | i | i | i | i | i | i | i
CC(=NCCC1=CCCCC1)c1c(O)n(C)c(=O)n(C)c1=O
  i | i | i | -9 | i | i | i | i | i | i | i
O=P(Nc1ccccc1)(Nc1ccccc1)Oc1cccc(Cl)c1
  i | i | i | 14 | i | i | i | i | i | i | i
O=C(C(=O)N1CCC2(CC1)OCCO2)c1c[nH]c2ccccc12
  i | i | i | 1 | i | i | i | i | i | i | i

Next section:
Second line of a record – MrgX1 ag | MrgX1 antag | TRPC6 inhibitor | SKKanGAS inh | MrgX1 PAM | TRPC4 inh | TRPC6 act | ANO1 block | TMEM16A act | TRPC4 potent | TRPC4 act
CCOC(=O)C1=C(C)OC(N)=C(C(=O)OC)C12C(=O)Nc1ccc(Br)cc12 (stereo not drawn)
  i | i | i | 3 | i | i | i | i | i | i | i
COc1ccc(CCNCc2ccsc2)cc1OC
  i | i | i | 1 | i | i | i | i | i | i | i
Cn1c(O)c(C=Nc2ccccc2)c(=O)n(C)c1=O
  i | i | i | 7 | i | i | i | i | i | i | i
O=c1[nH]c(=O)n(C2CCCCCC2)c(O)c1C=NCc1cccnc1
  i | i | i | 2 | i | i | i | i | i | i | i
CCOc1cc(C=C2C(=O)NC(=O)NC2=O)cc([N+](=O)[O-])c1O
  i | i | i | 0 | i | i | i | i | x | i | i
CC(N)Cc1c[nH]c2ccc(OCc3cccs3)cc12 (stereo not drawn)
  i | i | i | -1 | i | i | i | i | i | i | i
CCN(CC)c1ccc(CNCCc2ccccc2F)cc1
  i | i | i | 1 | i | i | i | i | i | i | i
O=c1c(C=NCc2cccs2)c(O)n(C2CCCCC2)c(=O)n1C1CCCCC1
  i | i | i | 14 | i | i | i | i | i | i | i
Clc1ccc(COC(Cn2ccnc2)c2ccc(Cl)cc2Cl)c(Cl)c1 (stereo not drawn)
  i | i | i | 108* | i | i | i | i | i | i | i
CCN1CCC2(CC1)NC(CO)(CO)CO2
  i | i | i | -4 | i | i | i | i | i | i | i
CCC1C2Cn3c(nc4ccccc43)C1N(C)O2 (stereo not drawn)
  i | i | i | 3 | i | i | i | i | i | i | i
O=C1c2ccccc2C(=O)N1Cc1nc2ccccc2c(=O)n1-c1ccccn1
  i | i | x | x | i | x | x | i | i | x | x
Cn1c(O)c(C=NCCN2CCOCC2)c(=O)n(C)c1=S
  i | i | i | 3 | i | i | i | i | i | i | i
CCCCn1c(=O)c(C(=O)Nc2nnc(C(C)C)s2)c(O)c2ccccc21
  i | i | i | 95* | i | i | i | i | x | i | i
CCc1ccc(NC(=O)CN2CC(c3ccccc3)CC2=O)cc1 (stereo not drawn)
  i | i | i | -13 | i | i | i | i | i | i | i
O=C1NC(=O)N(c2ccccc2)C(=O)/C1=C\c1ccc([N+](=O)[O-])o1
  i | i | i | 4 | i | i | i | i | x | i | i
CCc1ccc(-n2c(O)c(C(C)=O)c(=O)[nH]c2=O)cc1 (tested in a mixture with another compound)
  i | i | i | 2 | i | i | i | i | i | i | i

Bioassay records: PubChem BioAssay, several laboratories
